Bioassay records as filed in PubChem.
Insulin prom inh: inhibitors of insulin promoter-driven GFP, primary screen, imaging, TRM-6 cells (human fetal islet line), eGFP reporter, cell count | AID 1273, 2008 | 130,000 tested, 0.9% active | reporter expression induced with tamoxifen | inhibition, % at 2 µM;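 active means inhibition above the mean plus 3 SD, with well images judged a real hit on visual review, cut at about 60% in these data, passing the limit was not always enough; inconclusive means inhibition over the cutoff but images rejected on review; inactive means inhibition not above the cutoff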
sdo1 growth: growth rescue of sdo1-depleted yeast, primary screen, S. cerevisiae, bone marrow failure model. S. cerevisiae sdo1-depleted JHY4D growth rescue, OD600 30 h; hits give high values; pdr5 snq2 efflux-pump mutant strain. z-score at 10 µM. 140,000 tested, 0.21% active. AID 817, 2007;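 active means z-score above 3 at both the 24 hr and the 30 hr optical density reads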;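 further: z-score against mean and SD of all compound wells on the same plate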
sdo1 growth Rescue 24 h: second read-out of sdo1 growth, no call of its own (marks repeat the call); z-score; S. cerevisiae sdo1-depleted JHY4D growth rescue, OD600; measured here: growth rescue at 24 h;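 0 is the plate mean of compound wells and units are plate SD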
Starred values were filed as active, the others as inactive; ? = inconclusive; . = no result given.

SMILES	Insulin prom inh	sdo1 growth	sdo1 growth Rescue 24 h
N#C/C(=N\Nc1ccc(F)cc1)C(=N)N1CCCCCC1	18	.	.
NCC12CC3CC(CC(O)(C3)C1)C2	11	0.25	-0.18
O=C(CC(c1ccccc1O)N1CCCCC1)N1CCCCC1 (stereo not given)	.	0.78	0.13
O=C(Oc1ccc2c(c1)OCO2)c1ccc(Br)c(S(=O)(=O)N2CCOCC2)c1	44	-0.67	-0.29
Cc1ccc(S(=O)(=O)N(C)C)cc1NC(=O)CCc1c[nH]c2ccccc12	11	.	.
COc1cc(C=O)ccc1OCCOCCOc1ccc(Cl)cc1	23	-1.2	-0.99
COc1ccc(C2C(C(C)=O)=C(C)N=c3s/c(=C\c4cc(C)n(C)c4C)c(=O)n32)c(OC)c1 (stereo not given)	.	-0.46	-0.23
Cc1cccc(OCCCC(=O)Nc2ccc(N3CCCCC3)cc2)c1C	.	0.62	0.78
N#Cc1c(SCC(=O)Nc2ccccc2)nsc1SCC(=O)Nc1ccccc1	.	-1.2	-0.8
O=C(O)c1cc2c(ccc3ccccc32)[nH]1	55	-1.1	-1.1
O=C(NCCOc1ccccc1Cl)C(=O)Nc1ccccc1	0	-0.31	0.2
Fc1ccc(/C=N/NC(=S)Nc2cccnc2)cc1	14	.	.
Cc1ccc(S(=O)(=O)C2(C(=O)N3CCN(c4cc(C)ccc4C)CC3)CC2)cc1	-93	.	.
COC(=O)c1ccc(CSCC(=O)Nc2cc(OC)cc(OC)c2)o1	.	1.5	1
COc1ccc(NC(=O)CCN2CCCC2)c(OC)c1	24	0.69	0.36
O=C(NCCCN1CCOCC1)c1cc(-c2ccc(Cl)cc2)on1	20	-0.71	-1.3
CCN=c1sc2ccccc2n1CC(O)COc1ccccc1 (stereo not given)	3	0.18	0.01
Cc1ccc(NC(=S)N2CCC(N(C)CC3CCCO3)CC2)c(C)c1 (stereo not given)	.	0.14	0.32
COc1ccccc1OCC(=O)Nc1nonc1NC(=O)COc1ccccc1OC	-15	0.23	0.73
N=c1sccn1CC(=O)Nc1ccccc1-c1ccccc1	.	0.3	0.47
O=C(Nc1cc(N2CCOCC2)ncn1)Nc1cccc2ccccc12	43	-0.97	-0.07
CC(=O)c1sc(NC(=O)c2ccc(C)c(C)c2)nc1C	64	.	.
CCN(CC)C(=O)c1cc2c(=O)oc3ccccc3c2s1	0	-0.82	-1.1
CCOC(=O)Nc1ccc2c(c1)nc(CN1CCOCC1)n2C	-20	0.65	0.34
Cc1ccc(CN2C(=O)CCC2C(=O)NCCCN2CCC(C)CC2)cc1 (stereo not given)	?	-0.45	0.27
COc1ccc(N=C(N(C)C)P(=O)(N(C)C)N(C)C)cc1	42	0.44	0.48
CC(C)(O)C(=O)NNC(=S)Nc1ccc(F)c(Cl)c1	35	.	.
O=c1[nH]c2ccccc2n1CCCSc1cnc2ccccc2n1	-13	-0.79	0.24
CC1(C)CC(=O)C2=C(C1)N(CCN1CCOCC1)C1=C(C(=O)CC(C)(C)C1)C2c1cccc(Cl)c1	.	0.56	0.86
CCOc1ccccc1N1CC(C(=O)N2CCc3ccccc32)CC1=O (stereo not given)	33	-0.17	-0.45
Cc1cc(NC(=O)c2noc3c2CCCC3)nn1Cc1ccc(Cl)cc1	.	-1.5	-0.76
CSc1nnc(C)c(=O)n1COC(=O)COc1ccccc1C	.	0.59	0.29
CCOC(=O)C1=C(C)OC(N)=C(C#N)C1c1cc2c(cc1Br)OCO2 (stereo not given)	-45	-0.6	-1.2
Cc1c(C(=O)Nc2ccncc2)sc2nc(-c3ccccc3)cn12	.	-0.88	-0.29
CCOC(=O)N1CCC(NC(=O)C2CCN(C(=O)N3CCOc4ccccc43)CC2)CC1	-11	0.63	0.39
Cc1nc([N+](=O)[O-])c(Br)n1CC(=O)c1ccc(F)cc1	45	.	.
CCOC(=O)C(C(=O)OCC)C1CS(=O)(=O)CC1C(C(=O)OCC)C(=O)OCC (stereo not given)	-33	1.1	1.3
Cc1noc(C)c1COc1ccc(C(=O)OCC(=O)c2ccc3c(c2)OCCO3)cc1	-27	-1.5	-0.66
Clc1ccc2[nH]c3c(NCCN4CCOCC4)ncnc3c2c1	25	0.66	0.38
COC(=O)c1c(NC(=O)CN2CCN(c3ccccc3Cl)CC2)sc(C)c1C	.	0.01	-0.16
O=C(OCC(=O)N1CCN(C(=O)c2ccco2)CC1)c1ccccc1C(=O)c1ccc(Cl)cc1	-15	-0.31	-0.54
O=C(COc1ncnc2ccccc12)NCc1ccco1	-15	.	.
Cc1ccc(CN=c2c([N+](=O)[O-])nn(-c3ccc(Cl)cc3)n2O)cc1	-50	.	.
CCOc1cccc(/C=N/NC(=S)Nc2cc(S(=O)(=O)N3CCOCC3)ccc2N2CCOCC2)c1O	19	-0.66	-0.1
CNc1ccc(S(=O)(=O)NCC(=O)OCC(=O)Nc2cccc(Cl)c2Cl)cc1[N+](=O)[O-]	-19	0.15	-0.35

Single records, as listed above. Order of values: Insulin prom inh | sdo1 growth | sdo1 growth Rescue 24 h
Clc1ccc2[nH]c3c(NCCN4CCOCC4)ncnc3c2c1 in the list: 25 | 0.66 | 0.38
Cc1cc(NC(=O)c2noc3c2CCCC3)nn1Cc1ccc(Cl)cc1 in the list: . | -1.5 | -0.76
CCOC(=O)N1CCC(NC(=O)C2CCN(C(=O)N3CCOc4ccccc43)CC2)CC1 in the list: -11 | 0.63 | 0.39
CCOc1cccc(/C=N/NC(=S)Nc2cc(S(=O)(=O)N3CCOCC3)ccc2N2CCOCC2)c1O in the list: 19 | -0.66 | -0.1
CSc1nnc(C)c(=O)n1COC(=O)COc1ccccc1C in the list: . | 0.59 | 0.29

(further entries)
SMILES	Insulin prom inh	sdo1 growth	sdo1 growth Rescue 24 h
COC(=O)c1ccc(Cn2c(C)cc(C)[n+]2C)o1	-33	1.2	1.4
Cc1sc(NC(=O)CCCC(=O)O)c(C#N)c1C	0	0.91	-0.37
O=C(Cc1cccc2ccccc12)Nc1nc(-c2cccc([N+](=O)[O-])c2)cs1	.	-1.8	-1.3
O=C(Nc1nnc(CCc2ccccc2)s1)c1cccs1	.	2	0.45
O=C(Cc1ccc(Cl)cc1)NCCN1CCCC1	.	0.37	0.16
O=C(CSc1nnc(Cc2cccs2)n1Cc1ccco1)Nc1ccc(Cl)cc1Cl	-64	-1.7	-0.98
S=C(NCCc1ccc(Cl)cc1)Nc1ccc(Cl)cc1Cl	.	-1.8	-1.4
O=C(NCc1cccs1)C1CCN(c2nccs2)CC1	.	0.2	-0.48
Nn1cnnc1SCC(=O)Nc1ccc2c(c1)OCCO2	-29	0.63	0.23
O=C(CSCc1ccc(Cl)cc1)NCc1ccc2c(c1)OCO2	-40	-1.8	-1.5
CCOC(=O)c1sc(=S)n(CC)c1NC(=O)C1CC1	.	-1.9	-0.95
Cc1nn(CC(=O)Nc2ccc3c(c2)nc2n3CCOC2)c(=O)c2ccccc12	33	0.37	0.51
COc1cccc(C2=NOC(C(=O)NCC3CCCO3)C2)c1 (stereo not given)	-55	0.69	-0.03
O=c1[nH]c(SCc2ccc(Cl)cc2)nc2c1CCC2	11	-2.2	-1.9
Cc1ccc(CC(CC(=O)NCCc2ccc3c(c2)OCO3)C(=O)O)cc1 (stereo not given)	.	0.32	-0.26
O=C(NC1CCCCC1)c1ccc(NS(=O)(=O)c2cccc3cccnc23)cc1	-43	.	.
COc1ccc(NCc2nnc(SCC(=O)Nc3ccccc3OC)o2)cc1	.	-0.59	-1
Cc1ccc(C2=[N+]([O-])C(C)(C)CC2)cc1	3	1.1	1.8
COc1ccc(/C=N/NC(=O)CSc2ccccc2)cc1OC	64*	1.8	1.3
COc1cccc(Nc2nc(CC(C)=O)ns2)c1	0	-0.01	-0.66
CCc1cc(CNC(=O)CCc2nnc(Cc3cccc(C)c3)o2)on1	-6	.	.
O=C(O)CCC1=C2c3ccccc3CCN2C(=O)CC1	-450	0.21	-0.48
Cc1ccc(O)c(C(=O)CC(=O)c2cccc(F)c2)c1	-152	-1.9	-1.7
CC(C)C[C@H](NC(=O)C1(c2ccccc2)CCN(C(=O)[C@H]2CSCN2C(=O)OC(C)(C)C)CC1)C(=O)O	7	2.3	1.7
COc1ccc(NC(=S)NC(NC(=O)c2ccccc2Cl)C(Cl)(Cl)Cl)c([N+](=O)[O-])c1 (stereo not given)	-13	-0.64	-1.1
CC(C)(C)c1ccc(C(=O)CC(=O)c2cc(Cl)ccc2O)cc1	3	-3.5	-2.5
Cc1ccc(NC(=O)NC2CCN(CC(=O)Nc3nccs3)CC2)cc1	.	0.69	0.17
Cc1cc(-c2nnc(SCc3cccnc3)o2)no1	-64	0.96	0.17
Cc1cccc(N/C(N)=N/c2nc(C)cc(C)n2)c1	0	-0.08	-0.53
CCCNC(=O)Nc1nccs1	11	1.3	1.3
Cc1ccc(S(=O)(=O)NCCCCCC(=O)Nc2c(C)n(C)n(-c3ccccc3)c2=O)cc1	-64	.	.
O=c1c(Cl)nc2cc(Cl)ccc2n1CCNc1ncc(C(F)(F)F)cc1Cl	-35	-1.7	-1.4
Cc1cccc(C)c1NC(=S)Nc1ccccc1C(=O)NCc1ccco1	7	-0.04	-0.3
Cc1nnc(NC(=O)c2ccccc2Oc2ccccc2)s1	58	.	.
O=C(/C=C/c1ccc(Cl)cc1Cl)NCCN1CCOCC1	.	0.81	0.32
O=C(NC(=S)NCc1ccccc1)C1CCCCC1	.	-0.63	-0.75
CCCc1nnc(NC(=O)C(CC)OC(=O)c2cc(C)nc3ccccc23)s1 (stereo not given)	30	12*	9.3*
O=[N+]([O-])c1ccc2[nH]c(O)c(N=NC(=S)NCC3CCCO3)c2c1 (stereo not given)	29	-0.15	0.99
COc1ccc(-c2nnc3n(CCc4ccccc4)c(=O)c4ccccc4n23)c(OC)c1	.	-1.1	-0.71
CCCN1C2CCCC1CC(NC(=O)c1ccccc1OCC)C2 (stereo not given)	-15	-0.07	-0.73
O=C(CN(C(=O)CSc1nc2ccccc2o1)c1ccccc1F)NC1CCCCC1	3	-0.66	-0.69
Cc1cc(N(CC(=O)NC(C)C)S(C)(=O)=O)ccc1Br	-14	0.23	-0.3
COc1ccc(CCN(Cc2ccccn2)C(=S)Nc2ccccc2Cl)cc1OC	-33	.	.
CCOc1ncccc1C(=O)OCC(=O)Nc1cc(C)ccc1C	0	0.76	0.35
O=C(NNC(=S)NC(=O)c1cccnc1)c1ccc(Cl)cc1	58	0.89	0.87
O=C(OCCCN1CCCCC1)c1ccc(O)cc1	-258	0.07	-0.03
CS(=O)(=O)N1CCN(C(=O)c2cc(-c3ccccc3)nc3ccccc23)CC1	-9	1.2	1.5
CCOC(=O)C1CCCN(c2c(NCCCN(CC)c3ccccc3)c(=O)c2=O)C1 (stereo not given)	.	0.16	-0.44
COc1ccc(C/C(C)=N/NC(=O)c2cccnc2)cc1	47	0.14	-0.15
CCC(=O)Nc1ccc(C(=O)CSc2nnc(CNc3ccc(Cl)cc3)o2)cc1OC	.	-0.82	-0.05
Cc1ccc(NC(=O)COC(=O)CCc2c[nH]c3ccccc23)cc1[N+](=O)[O-]	.	0.63	0.61
CCc1ccc(OCC(=O)N/N=C(\C)c2ccc(-n3ccnc3)cc2)cc1	41	-0.88	0.21
O=C(NCCCN1CCOCC1)c1ccc(S(=O)(=O)N2CCOCC2)cc1	-6	-1.1	-0.6
COc1ccc(NC(=O)CCC(=O)N(Cc2ccc(OC)c(OC)c2)c2nccs2)cc1	67	0.41	-0.01
O=C1NN=C(c2ccc(Cl)cc2)CC1c1c[nH]c2ccccc12 (stereo not given)	-19	.	.
CCNC(=S)NS(=O)(=O)c1ccc(Cl)cc1	-27	0.75	0.45
COc1ccc(NC(=S)NCCc2ccc(Cl)cc2)c(OC)c1	-30	-0.81	-0.09
C=CCNc1nc(Cl)nc(Nc2ccc(OCC)cc2)n1	-7	-0.58	0.32
Cc1nn(Cc2ccccc2)c(C)c1NC(=O)CSc1nc2c(c(C(F)(F)F)n1)CCc1ccccc1-2	-34	-0.49	0.31
Cc1cccn2c(=O)c3cc(C#N)c(=O)n(CC4CCCO4)c3nc12 (stereo not given)	-3	1.1	0.77

By substructure, the entries above with a tert-butyl group (two)
SMILES	Insulin prom inh	sdo1 growth	sdo1 growth Rescue 24 h
CC(C)C[C@H](NC(=O)C1(c2ccccc2)CCN(C(=O)[C@H]2CSCN2C(=O)OC(C)(C)C)CC1)C(=O)O	7	2.3	1.7
CC(C)(C)c1ccc(C(=O)CC(=O)c2cc(Cl)ccc2O)cc1	3	-3.5	-2.5

(listing goes on)
SMILES	Insulin prom inh	sdo1 growth	sdo1 growth Rescue 24 h
Cc1cccc(C(=O)Nc2ccnc(-c3ccncc3)n2)c1	27	.	.
CC(=O)Nc1cccc(N/C=C(\C=O)c2nc3ccccc3o2)c1	-58	0.15	-0.16
Cc1nc2nc(C)c(CCC(=O)O)c(C)n2n1	-29	0.98	1.2
COc1ccc(C(=O)Nc2ccc(N3CCOCC3)cc2)cc1OC	.	-0.22	-1.7
COC(=O)C1=CN(CCCN2CCCC2=O)C=C(C(=O)OC)C1c1ccccc1C(F)(F)F	-38	0.28	-0.01
O=C(Nc1cc(Cl)ccc1Oc1ccccc1)c1cnccn1	3	-0.01	0.95
CSc1nc(C)cc(NC(N)=O)n1	32	-1.1	-1.3
COc1ccc(Cc2nc3ccccc3n2CC(=O)N/N=C/c2ccc(O)cc2)cc1OC	.	2.5	2.4
CCOc1cccc(C(=O)Nc2cccc(NC(=O)c3ccco3)c2)c1	20	.	.
Cc1ccnc(N2C(=O)c3ccccc3C2Nc2ccc3c(c2)OCCO3)c1 (stereo not given)	.	0.01	0.42
Cc1cc(C(=O)c2ccccc2)nc2ccccc12	-5	-0.31	-1.1
